Assay outcomes: PubChem, National Center for Advancing Translational Sciences (NCATS)
Pf growth 96h – Primary qHTS for delayed death inhibitors of the malarial parasite plastid, 96 hour incubation; P. falciparum luciferase reporter growth, 96 h; Potency, µM (series often up to 28.7 µM), inactives show at the highest dose activity change, negative = inhibition, actives largely listed as inhibitors; hit rate 6.9% among 320,000; AID 504834, 2011; also: potency is read from the fitted curve at half-maximal effect; % is scaled to controls: 0 for no effect and ±100 for the full control effect
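Readout is luminescence from an integrated firefly luciferase in P. falciparum. Red cells, 2% hematocrit and 0.05% parasitemia final, were cultured with compound through two parasite generations (96 hours) at 37 C, 5% CO2.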
AmpC inh no detg – qHTS Inhibitors of AmpC Beta-Lactamase (assay without detergent) | P00811 | AmpC nitrocefin hydrolysis, absorbance 480 nm, 0.0001% Triton | Potency, µM (series often up to 57.1 µM), inactives show at the top dose activity change, negative = inhibition, usual class: inhibitors | hit rate 0.52% among 330,000;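 also: potency is read from the fitted curve at half-maximal effect; plate controls were no compound for no effect and no enzyme for full effect; nearly all actives have a fitted effect of over 20% in size; some results filed as inactive show a strong effect at the top dose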
Target sequence (P00811 whole entry, looked up): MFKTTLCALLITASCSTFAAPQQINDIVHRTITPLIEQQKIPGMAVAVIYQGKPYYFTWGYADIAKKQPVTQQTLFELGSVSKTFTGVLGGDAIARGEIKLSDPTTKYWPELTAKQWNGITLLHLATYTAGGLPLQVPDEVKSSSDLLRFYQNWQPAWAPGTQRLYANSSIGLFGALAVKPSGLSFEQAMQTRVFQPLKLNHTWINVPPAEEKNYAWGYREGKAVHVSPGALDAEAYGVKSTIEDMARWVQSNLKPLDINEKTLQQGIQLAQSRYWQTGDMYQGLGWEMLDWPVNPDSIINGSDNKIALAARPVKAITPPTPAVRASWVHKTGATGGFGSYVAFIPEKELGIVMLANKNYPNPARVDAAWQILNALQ
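AmpC (5.3 nM in the dispensed reagent) in 20 mM phosphate pH 7.0 with 0.01% (detergent screen) or 0.0001% Triton X-100 was preincubated with compounds for 15 min at room temperature. Nitrocefin was then added from an 800 uM solution, and hydrolysis was followed at 480 nm.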
CHX counter – Cycloheximide Counterscreen for Small Molecule Inhibitors of Shiga Toxin. cell reporter, cycloheximide protein synthesis inhibition counterscreen. max response, %. AID 2314, 2010. hit rate 12% among 300,000; in the data active = max response mostly above about 13%, no sharp cut-off; inactive = mostly below about 14%; also: read at 38.3 µM for the half of the compounds with a filed dose; 0% is about no effect
Pf growth 48h – Primary qHTS for delayed death inhibitors of the malarial parasite plastid, 48 hour incubation. Potency, µM (titrated, usually from 28.7 µM), inactives show top-dose activity change, negative = inhibition, actives largely listed as inhibitors. P. falciparum luciferase growth in erythrocytes, 48 h. AID 504832, 2011. hit rate 5.9% among 310,000; also: potency is read from the fitted curve at half-maximal effect; % is scaled to controls: 0 for no effect and ±100 for the full control effect
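Cell-based growth assay: transgenic P. falciparum expressing firefly luciferase, cultured in red cells within RPMI 1640 containing 0.5% w/v Albumax, 24 mM bicarbonate and gentamycin. A drop in luciferase activity indicates inhibition.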
Tb PYK inh – qHTS of Trypanosoma Brucei Inhibitors. pyruvate kinase (Trypanosoma brucei), Q57TT1. TbPYK enzyme, Kinase-Glo Plus ATP luminescence, 45 min. Potency, µM (highest dose often 76.8 µM), without a hit: at the top dose activity, negative = inhibition, usual class: inhibitors. hit rate 0.12% among 410,000; also: potency is read from the fitted curve at half-maximal effect; % is scaled to controls: 0 for no effect and ±100 for the full control effect; nearly all actives have a fitted effect of over 50% in size
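Quantitative HTS: titrated library compounds versus trypanosomal pyruvate kinase in TEA buffer (pH 7.2) containing KCl, MgCl2, BSA and Tween-20. Reactions were initiated with ADP, 130 uM final. Kinase-Glo Plus luminescence was read after 45 min at RT.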
LmPK inhibitor – qHTS Assay for Inhibitors of Leishmania Mexicana Pyruvate Kinase (LmPK); Potency, µM (titrated, usually from 57.5 µM), inactives show top-dose activity change, negative = inhibition, hits mostly inhibitors; purified LmPK, Kinase-Glo ATP luminescence, 1 h; Q27686; AID 1721, 2009; hit rate 0.37% among 290,000; also: potency is read from the fitted curve at half-maximal effect; % is scaled to controls: 0 for no effect and ±100 for the full control effect
Target sequence (Q27686 whole entry, looked up): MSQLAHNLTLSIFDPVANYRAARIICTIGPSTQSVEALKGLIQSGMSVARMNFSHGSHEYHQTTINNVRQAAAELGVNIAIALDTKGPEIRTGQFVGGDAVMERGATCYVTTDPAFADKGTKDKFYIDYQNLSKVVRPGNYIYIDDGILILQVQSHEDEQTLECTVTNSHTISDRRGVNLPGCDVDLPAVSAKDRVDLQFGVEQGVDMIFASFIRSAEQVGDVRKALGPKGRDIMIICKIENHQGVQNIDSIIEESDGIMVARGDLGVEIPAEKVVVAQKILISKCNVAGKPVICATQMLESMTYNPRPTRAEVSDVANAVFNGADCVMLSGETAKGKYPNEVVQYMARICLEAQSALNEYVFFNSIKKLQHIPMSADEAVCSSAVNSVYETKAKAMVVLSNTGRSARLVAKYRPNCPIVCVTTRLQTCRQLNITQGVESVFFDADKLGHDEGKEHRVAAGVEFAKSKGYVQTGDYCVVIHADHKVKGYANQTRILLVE
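In 50 mM imidazole pH 7.2 with 7 mM MgCl2, LmPK (0.1 nM) turned over PEP (0.5 mM) and ADP (0.1 mM) for 1 h at room temperature. Luciferase read-out of ATP.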
Shiga inhibitor – A qHTS for Small Molecule Inhibitors of Shiga Toxin. inhibition, % at 38.7 µM. hit rate 9.2% among 290,000. Vero cells, Shiga toxin protein synthesis inhibition reporter; in the data active = inhibition mostly above about 28%, no sharp cut-off; inactive = mostly below about 43%; also: 0% is about no effect
Numbers without * were called inactive; ? = inconclusive; nt = no result given; & = joins results of further samples; [ ] = remark or other dose. Unless noted, calls follow the shape of the dose curve; as a rule, active = well fitted curve in the direction sought with a large enough effect; inconclusive = small, poorly fitted or top-dose-only effect, or another doubt; inactive = no such curve, though single readings can be large; an effect the other way counts as inactive or inconclusive.

SMILES | Pf growth 96h | AmpC inh no detg | CHX counter | Pf growth 48h | Tb PYK inh | LmPK inhibitor | Shiga inhibitor
CCN(CC)CCCN1C(=O)C(O)=C(C(=O)c2sc(C)nc2C)C1c1ccco1 (stereo not drawn) | 1.5%[5.75 µM] | -6.7% | -3.5 | 0.9% | -1.0% | -3.7% | -8.1
CC(C)Cc1cc(CN2CCC(CO)(Cc3ccccc3)CC2)[nH]n1 | ? | 36.0% | 9.3 | -9.8% | 13.7% | -1.8% | -2.5
Cc1ccccc1Cn1ccc(=NCc2ccccc2)cc1 | 0.329µM* | -8.8% | -1.7 | 0.738µM* | 2.4% | -1.9% | 2.3
CC(=O)c1c(C)n([O-])c2ccccc2[n+]1=O | 28.3% | -13.1% | 3.5 | 13.4% | 3.3% | -2.3% | 21.7
Cc1ccc(/C=C2/Sc3ccc(C(=O)N4CCN(c5ccccn5)CC4)cc3NC2=O)cc1 | ? | -51.8% | -7.9 | -12.1% | -11.8% | 0.9% | 14.5
COc1ccc(Cn2c(CO)cnc2SCC(=O)Nc2cc(C)on2)cc1 | -0.3% | -15.7% | -2.7 | 2.6% | -3.3% | -0.8% | 10.5
O=[N+]([O-])c1ccc2c(c1)C(O)n1nc(-c3ccc(Cl)cc3Cl)nc1S2 (stereo not drawn) | ? | -13.0% | -4.9 | nt | 2.9% | 1.0% | -18.0
O=C(CCS(=O)(=O)c1ccc(Cl)cc1)Nc1nnc(-c2cccs2)o1 | 3.1% | -32.1% | nt | ? | -2.8% | nt | nt
COc1ccccc1N1C(=O)c2ccccc2NC1c1cc(OC)c(OC)c(OC)c1 (stereo not drawn) | 44.5%[activator] | -5.7% | 2.1 | -2.8% | -4.7% | -1.2% | -1.5
CCCn1nc([N+](=O)[O-])c(C(C#N)c2nc3ccccc3o2)c(Cl)c1=O (stereo not drawn) | -22.6% | -43.1% | 17.5 | -19.0% | 5.0% | -21.6% | 10.3
CN1C(=O)/C(=C\c2ccc(N3CCCCC3)o2)C(=O)NC1=S | 18.6% | -7.7% | 27.4* | 8.9% | -7.1% | -18.4% | 38.5*
COc1ccc(-c2cc(CS(=O)(=O)c3ccccc3)on2)cc1 | 108.5%[activator] | -17.7% | 41.1* | 85.8%[activator] | -4.0% | -0.4% | 67.7*
O=C(O)c1ccc(/C=N/N2CCN(Cc3cccc4ccccc34)CC2)cc1 | -5.5% | -24.5% | -2.5 | 0.2% | -7.0% | -4.0% | -6.1
Cc1ccc(N(CC(O)COCc2ccco2)S(=O)(=O)c2ccc(C)cc2)cc1 (stereo not drawn) | ? | 0.9% | 1.5 | 42.4%[activator] | -6.1% | 4.0% | 2.5
CCCn1c(N)c(C(=O)COC(=O)COc2ccc(Cl)c(C)c2)c(=O)n(C)c1=O | 15.9% | 46.2% | nt | -15.3% | 2.8% | nt | nt
CC(=O)c1ccc(-n2cc(-c3ccc(C(C)(C)C)cc3)[n+]3c2SCCC3)cc1 | ? | 28.4% | -5.1 | ? | 3.4% | -3.6% | -18.6
CN(C)C(CNC(=O)c1ccc(-c2ccccc2)cc1)c1ccccc1 (stereo not drawn) | ? | 60.8%[activator] | 12.3 | ? | -4.6% | -4.5% | 21.1
COc1cc(CNc2ccc3[nH]c(=O)[nH]c3c2)cc(Br)c1OCc1ccc(F)cc1 | 6.4% | -56.1% | -0.4 | -9.9% | 1.9%&-4.2% | -0.3% | -8.3
Cc1cc(=S)cc(C)n1CCO | 11.3% | -20.5% | -1.9 | 4.9% | 2.6% | -1.3% | -5.8
CCCC[C@@H]1CNC(=O)C(=O)N1CCCc1cc(OC)c(OC)c(OC)c1 | -23.1% | 12.2% | -2.7 | -3.1% | 1.4% | 1.0% | 3.9
CCNc1c(NS(=O)(=O)c2ccc(Br)s2)c(=O)oc2ccccc12 | -15.3% | -35.2% | -2.8 | 6.2% | -1.4% | 5.7% | -3.1
Cc1ccc(S(=O)(=O)N2CCCC2CNC(=O)C(=O)NCCN2CCOCC2)cc1 (stereo not drawn) | 14.3% | 11.6% | nt | -5.0% | -0.2% | nt | nt
CC(C)CNC(=O)COc1ccc2c3c(c(=O)oc2c1)CCC3 | ? | -11.9% | 9.6 | 27.7% | -5.2% | -1.6% | 6.8
O=C(COC(=O)Cn1cnc2ccccc21)NCCC1=CCCCC1 | -18.7% | -15.7% | -2.9 | -0.1% | 4.0% | -7.2% | -5.6
CCOc1ccc(NC(=O)CN(C)c2ccc(S(=O)(=O)N3CCOCC3)cn2)cc1OCC | nt | -8.0% | 10.2 | 11.8% | 2.0% | -2.5% | -16.7
Cc1ccccc1OCc1nnc(SCC(=O)Nc2ccc3nc(SCC(=O)NC(C)(C)C)sc3c2)n1C | -8.0%[5.75 µM] | -19.6% | -3.1 | ? | 0.4% | 3.7% | -6.5
Cc1ccc(S(=O)(=O)Nc2cccc(-n3cnnn3)c2)cc1C | -14.7% | -37.4% | -1.1 | 10.7% | -2.7% | -3.9% | -12.9
CCN1CCCC1CNc1ncnc2c1[nH]c1ccc(F)cc12 (stereo not drawn) | nt | -12.4% | 5.1 | 2.33µM* | 0.3% | 5.0% | -21.5
O=C(NC1CCCN(Cc2ccc(Cl)cc2)C1)c1ccccc1-c1ncc[nH]1 (stereo not drawn) | ? | -20.9% | -3.3 | ? | -8.5% | -3.1% | -5.3
Cc1c(NC(=O)CSc2nc(N)cc(N)n2)c(=O)n(-c2ccccc2)n1C | -16.8% | -7.1% | nt | -20.1% | 2.1% | nt | nt
CCn1c(NC(C)=O)nc2ccccc21 | ? | -13.0% | -3.3 | 18.5% | -6.2% | -8.4% | -3.0
CCCN(C(=O)CSc1ncnc2sccc12)c1c(N)n(Cc2ccccc2)c(=O)[nH]c1=O | ? | 139.7%[activator] | nt | ? | 1.1% | nt | nt
COc1ccc(-c2ccc(/C=C(\NC(=O)c3ccccc3)C(=O)N3CCOCC3)o2)cc1 | 67.8% | 169.5%[activator] | -1.8 | 13.1µM* | 3.4% | -4.1% | -6.7
COCCN1C(=O)c2cc(C(=O)Nc3ccc(OC)c(OC)c3)ccc2C1Nc1ccc(OC)c(OC)c1 (stereo not drawn) | -6.0% | 185.0%[activator] | 5.2 | ? | -8.9% | -2.0% | 15.7
Clc1ccc(Oc2nc3ccccc3n3cccc23)cc1 | 58.0%[activator] | -16.6% | -0.9 | 16.0% | -8.1% | 0.5% | -14.7
CCN(CC)CCCC(C)NC(=O)c1ccc(C(F)(F)F)cc1 (stereo not drawn) | 45.5%[activator] | -14.5% | 0.4 | 70.1%[activator] | 7.7% | -11.0% | -4.1

Grouped by structure, the entries above with bromine (two)
SMILES | Pf growth 96h | AmpC inh no detg | CHX counter | Pf growth 48h | Tb PYK inh | LmPK inhibitor | Shiga inhibitor
COc1cc(CNc2ccc3[nH]c(=O)[nH]c3c2)cc(Br)c1OCc1ccc(F)cc1 | 6.4% | -56.1% | -0.4 | -9.9% | 1.9%&-4.2% | -0.3% | -8.3
CCNc1c(NS(=O)(=O)c2ccc(Br)s2)c(=O)oc2ccccc12 | -15.3% | -35.2% | -2.8 | 6.2% | -1.4% | 5.7% | -3.1

Additional records follow.
SMILES | Pf growth 96h | AmpC inh no detg | CHX counter | Pf growth 48h | Tb PYK inh | LmPK inhibitor | Shiga inhibitor
CCc1nnc(NC(=O)CCn2cnc3ccccc3c2=O)s1 | -17.7% | -7.1% | 0.7 | 4.1% | -0.2% | -0.5% | -6.6
CC(C)N1CCN(Cc2cc3ccccc3[nH]2)CC1CCO (stereo not drawn) | -7.0% | -21.2% | -2.4 | 2.7% | 0.8% | -0.1% | -4.6
Cc1ccc(S(=O)(=O)CNC(=S)c2cccc(C)c2)cc1 | -2.2% | -24.0% | -3.1 | nt | -1.2% | -0.5% | -8.9
Cc1cc(/C=N\NC(=O)COc2cccc3cccnc23)c(C)n1-c1ccccc1 | 6.57µM* | -12.0% | 30.6* | ? | -6.0% | 1.0% | 63.9*
CC(NC(=O)c1ccccc1)c1nnc(SCc2nc3ccccc3c(=O)[nH]2)n1C (stereo not drawn) | 16.4% | -12.7% | -2.7 | 7.0% | -12.4% | -8.1% | -6.6
Cn1c(N)c(C(=O)CN2CCc3ccccc3C2)c(=O)n(C)c1=O | 24.4% | -16.7%[11.4 µM] | -2.2 | -8.9% | -1.8% | 0.9% | -0.6
CCN1CCCC1CNCc1ccc(OCc2ccc(Cl)nc2)c(OC)c1 (stereo not drawn) | ? | 4.1% | 15.6 | ? | 1.5% | -2.7% | 33.7
Cc1ccc(-c2nnc(N3CCN(C(=O)CSc4ncn[nH]4)CC3)c3ccccc23)cc1 | nt | 89.3%[activator] | 0.6 | 10.4µM* | 2.0% | 6.1% | 1.7
O=C(CSCc1c(Cl)cccc1Cl)NCc1ccccn1 | 24.4% | -8.0% | -1.8 | -2.6% | -3.2% | 5.2% | -15.3
O=C(CSc1ccc2ccccc2n1)c1ccccc1 | 67.0%[activator] | -51.9% | 52.7* | 56.0%[activator] | -2.3% | 0.3% | 90.1*
CSC1=C(C#N)C(c2ccccc2)C(C(C)=O)=C(C)N1 (stereo not drawn) | -18.4% | -5.2% | -3.4 | -13.4% | -1.6% | 1.1% | -10.9
Nc1c(S(=O)(=O)c2ccccc2)c2nc3ccccc3nc2n1/N=C/c1cccc(O)c1 | 3.5% | -29.3% | -10.7 | -25.0% | -5.9% | -1.5% | -16.8

Continued; the last two above are carried over.
SMILES | Pf growth 96h | AmpC inh no detg | CHX counter | Pf growth 48h | Tb PYK inh | LmPK inhibitor | Shiga inhibitor
CSC1=C(C#N)C(c2ccccc2)C(C(C)=O)=C(C)N1 (stereo not drawn) | -18.4% | -5.2% | -3.4 | -13.4% | -1.6% | 1.1% | -10.9
Nc1c(S(=O)(=O)c2ccccc2)c2nc3ccccc3nc2n1/N=C/c1cccc(O)c1 | 3.5% | -29.3% | -10.7 | -25.0% | -5.9% | -1.5% | -16.8
COc1ccccc1C(=O)Nn1cnnc1 | -44.5% | -7.8% | -2.9 | 18.0% | 0.7% | -8.2% | -6.2
Nc1nc(CN2CCN(c3ccccn3)CC2)nc(Nc2ccc(Cl)cc2)n1 | ? | 50.0% | 12.0 | ? | -18.4% | 2.4% | 12.7
Cc1cccc(C)c1OCc1cc(C(=O)N(C)Cc2nc3ccccc3[nH]2)no1 | -3.5% | 53.3% | 12.5 | -15.3% | -1.6% | 1.8% | 21.1
Cn1c(C(=O)NCc2ccccn2)cc2c(=O)n3ccccc3nc21 | ? | -16.6% | 28.7* | 199.2%[activator] | 3.3% | -2.8% | 58.4*
C=CCn1c(-c2csc(-c3ccccc3)n2)n[nH]c1=S | 9.5% | nt | -3.0 | 15.0% | -34.5% | 0.0% | -14.2
CCN(C(=O)/C=C/c1cc(OC)c(OC)c(OC)c1)C1CCCCC1 | ? | 58.1% | -2.5 | ? | 0.7% | 3.3% | nt
Cc1cc(NC(=O)Cn2nnc(-c3ccccc3N)n2)no1 | 22.8% | -13.9% | -1.3 | -6.9% | -6.9% | -1.3% | -4.6
